Compound activity from PubChem BioAssay.
PGK inhibitor – T. brucei PGK inhibition. P07378. PGK/GAPDH coupled, Kinase-Glo luminescence, 60 min. Potency, µM (highest dose often 57.5 µM), for the others: at the highest dose activity change, negative = inhibition, usual class: inhibitors. actives 0.043% (n = 380,000); also: potency is read from the fitted curve at half-maximal effect; % is scaled to controls: 0 for no effect and ±100 for the full control effect; nearly all actives have a fitted effect of over 60% in size
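Luminescent ATP detection (Kinase-Glo Plus) follows a 60-minute room-temperature incubation, with wells lacking PGK as controls. Buffer: 100 mM TEA (pH 7.6), 5 mM MgCl2, 0.01% Tween-20. Coupling enzyme GAPDH (100 nM final) supplies unstable 1,3-BPG in-well.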
POLH inh – DNA polymerase eta (human) inhibition; Q9Y253; recombinant Pol eta, fluorescent DNA replication assay; Potency, µM (highest dose often 114 µM), without a hit: top-dose activity change, negative = inhibition, actives largely listed as inhibitors; actives 1.2% (n = 390,000); also: potency is read from the fitted curve at half-maximal effect; % is scaled to controls: 0 for no effect and ±100 for the full control effect
Target sequence (Q9Y253 whole entry, looked up): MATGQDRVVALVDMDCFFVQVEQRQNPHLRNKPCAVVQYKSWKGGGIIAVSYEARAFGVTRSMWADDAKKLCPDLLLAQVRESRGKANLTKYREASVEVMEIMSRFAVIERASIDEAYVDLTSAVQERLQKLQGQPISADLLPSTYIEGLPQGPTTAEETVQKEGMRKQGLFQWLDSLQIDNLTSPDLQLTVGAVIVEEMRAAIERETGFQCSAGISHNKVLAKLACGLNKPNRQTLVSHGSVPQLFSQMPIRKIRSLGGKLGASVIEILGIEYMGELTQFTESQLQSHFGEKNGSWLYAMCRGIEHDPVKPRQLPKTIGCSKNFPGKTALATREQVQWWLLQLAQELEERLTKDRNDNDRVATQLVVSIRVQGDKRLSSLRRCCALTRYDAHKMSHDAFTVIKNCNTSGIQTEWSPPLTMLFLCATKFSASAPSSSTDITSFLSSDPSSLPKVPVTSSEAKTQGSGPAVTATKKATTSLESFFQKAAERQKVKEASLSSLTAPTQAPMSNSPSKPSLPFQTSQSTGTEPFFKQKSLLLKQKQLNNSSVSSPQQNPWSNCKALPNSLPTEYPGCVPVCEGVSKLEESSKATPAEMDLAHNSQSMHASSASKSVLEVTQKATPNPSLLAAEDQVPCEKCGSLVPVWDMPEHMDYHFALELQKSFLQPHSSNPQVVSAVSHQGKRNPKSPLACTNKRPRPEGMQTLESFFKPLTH
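Pol eta (10 nM) was preincubated with compounds for 15 min at room temperature, after which fluorescent replication substrate (50 nM final) was added to start the reaction. Fluorescence was read kinetically at 0 and 10 min.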
G9a block – blocks human histone lysine methyltransferase G9a; Potency, µM (titrated, usually from 102 µM), for the others: at the top dose activity, negative = inhibition, most hits filed as inhibitors; AID 504332; actives 8.8% (n = 350,000); Q96KQ7; G9a H3K9 monomethylation, AlphaScreen, 2 h; also: potency is read from the fitted curve at half-maximal effect; % is scaled to controls: 0 for no effect and ±100 for the full control effect; nearly all actives have a fitted effect of over 75% in size
Target sequence (Q96KQ7 913-1193 limits assumed): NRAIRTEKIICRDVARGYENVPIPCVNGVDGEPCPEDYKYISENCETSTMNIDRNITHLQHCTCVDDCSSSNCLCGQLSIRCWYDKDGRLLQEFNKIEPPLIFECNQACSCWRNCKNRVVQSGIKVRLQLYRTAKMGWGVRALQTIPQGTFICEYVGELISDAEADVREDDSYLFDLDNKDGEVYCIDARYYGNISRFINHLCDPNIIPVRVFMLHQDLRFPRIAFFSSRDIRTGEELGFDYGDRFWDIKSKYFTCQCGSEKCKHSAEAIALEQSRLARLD
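Enzyme 20 nM + cpd, 15 min RT; add b-H3K9 pep 500 nM / SAM 20 uM; 2 h RT; anti-H3K9me1 Ab 0.5 ug/mL + SA donor / anti-rabbit acceptor beads 20 ug/mL each, 10 min; AlphaScreen read.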
BAZ2B block – inhibitors of human BAZ2B bromodomain. AID 504333. Q9UIF8. AlphaScreen BAZ2B-H3K14Ac peptide displacement. Potency, µM (doses to about 114 µM), for inactives: at the highest dose activity change, negative = inhibition, hits mostly inhibitors. actives 4.4% (n = 360,000); also: potency is read from the fitted curve at half-maximal effect; % is scaled to controls: 0 for no effect and ±100 for the full control effect; nearly all actives have a fitted effect of over 60% in size
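In this displacement format the biotinylated H3(5-23) peptide acetylated at Lys14 serves as ligand at 50 nM, with BAZ2B at 50 nM in PBS pH 7.4 containing 0.01% Tween-20. Donor and acceptor beads are 10 ug/mL final.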
GLS inh – glutaminase GLS (human) inhibition. AID 624170. actives 0.21% (n = 410,000). GLS enzymatic activity, qHTS titration. O94925. Potency, µM (doses to about 45.5 µM), inactives show at the highest dose activity change, negative = inhibition, actives largely listed as inhibitors; also: potency is read from the fitted curve at half-maximal effect; % is scaled to controls: 0 for no effect and ±100 for the full control effect
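Compounds were pin-transferred onto hKGA, after which L-glutamine (1 mM solution) and a detection mix of glutamate oxidase, HRP and Amplex Red were added. Initial and 30 min RT fluorescence reads were collected.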
PI4K2A block – blocks human PI4K2A kinase activity. Q9BTU6. purified PI4K2A, ADP-Glo luminescence, 1 h; hits give low values. activity change, negative = inhibition, % at 76.9 µM. actives 0.13% (n = 420,000). AID 1346378; in the data active = activity change below about -50%; inconclusive = mostly about -30% to -49%;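 also: -100% = wells without enzyme as full effect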
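PI4K2A activity was measured by ADP-Glo luminescence: enzyme (4 ug/mL stock) and phosphatidylinositol (1.2 mM stock) in Tris pH 7.5/MgCl2/EGTA/Triton X-100 buffer were reacted with ATP (300 microM stock) for one hour at ambient temperature.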
HP1b binding inh – blocks HP1-beta chromodomain binding to methylated histone tails; P83916; AlphaScreen HP1-beta / biotin-H3K9me3 peptide binding; AID 540317; Potency, µM (titrated, usually from 114 µM), inactives show at the highest dose activity change, negative = inhibition, usual class: inhibitors; actives 0.56% (n = 390,000); also: potency is read from the fitted curve at half-maximal effect; nearly all actives have a fitted effect of over 70% in size; inactives centre near 23
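HP1-beta protein (50 nM final) preincubated 30 min at room temperature with biotinylated H3(1-18)K9me3 peptide (50 nM) in PBS pH 7.4, 0.01% Tween-20, then compound added for 30 min. AlphaScreen streptavidin donor/nickel chelate acceptor beads (10 ug/mL final), 30 min dark, luminescence read.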
Pin1 inh – inhibitors of human Pin1; Pin1 FP peptide displacement, HiFluor488, 10 min; Potency, µM (titrated, usually from 115 µM), for inactives: at the highest dose activity, negative = inhibition, usual class: inhibitors; actives 0.009% (n = 390,000); AID 504891; active = well fitted inhibition curve with a large enough effect in the polarisation, with a control signal flat, not every such curve was filed as active; inconclusive = small, poorly fitted or top-dose-only effect, or effect the other way, or a change in a side signal; inactive = no such curve, though single readings can be large or run the other way; the % refers to the polarisation; also: potency is read from the fitted curve at half-maximal effect; % is scaled to controls: 0 for no effect and ±100 for the full control effect
JMJD2A Tudor – blocks the human JMJD2A Tudor domain | actives 4.4% (n = 390,000) | AlphaScreen JMJD2A-Tudor / H3K4me3 peptide binding | Potency, µM (titrated, usually from 114 µM), inactives show at the highest dose activity change, negative = inhibition, most hits filed as inhibitors | O75164; also: potency is read from the fitted curve at half-maximal effect; % is scaled to controls: 0 for no effect and ±100 for the full control effect; nearly all actives have a fitted effect of over 50% in size
* hit, by the source's call; i = inactive; ? = inconclusive; / = not tested or not shown; [ ] = dose if it differs, or a comment. Unless noted, calls follow the shape of the dose curve; as a rule, active = well fitted curve in the direction sought with a large enough effect; inconclusive = small, poorly fitted or top-dose-only effect, or another doubt; inactive = no such curve, though single readings can be large; an effect the other way counts as inactive or inconclusive. Only part of the results is shown, so the mix of outcomes need not match the whole.

Molecule	PGK inhibitor	POLH inh	G9a block	BAZ2B block	GLS inh	PI4K2A block	HP1b binding inh	Pin1 inh	JMJD2A Tudor
O=C(Cc1ccccc1)NC(=S)Nc1ccc(OC(F)F)cc1	-6%	-23%	9%	-17%	-5%	0	47%[activator]	4%	-6%
O=c1c2c(n3cnnc3n1-c1ccccc1)-c1ccccc1CC21CCCC1	5%	-7%	24%[59 µM]	-4%	8%	2	8%	0%	-9%
Nc1ccc(-c2cc(-c3cccc(N)c3)nc(-c3ccccc3)n2)cc1	8%	-17%	14%	-6%	0%	-1	57%[activator]	0%	8%
Cc1nnc(SCC(=O)Nc2nccs2)n(N)c1=O	-2%	-13%	28%	5%	-7%	-5	34%	-6%	3%
Cc1nc2ccccc2c2c1CC(C(C)(Cl)Br)O2 (centres undefined)	-9%	-12%	?	-8%	1%	0	27%	-5%	-17%
CCOC(=O)c1c(NC(=O)CSc2nc3c(c(=O)n(C)c(=O)n3C)n2C(C)C)sc(C)c1C	/	8%	-2%[12.7 µM]	-5%	-5%	-3	12%	6%	2%
Cc1cccc(OCC(=O)Nc2ccccc2N2CCCC2)c1C	2%	-14%	7%[0.501 µM]	-17%	15%	-3	-3%	0%	-30%
O=S(=O)([N-]c1nc2ccccc2nc1-n1cc[n+](Cc2ccccc2)c1)c1ccc(Cl)cc1	i	-8%	11%	-13%	0%	-7	32%	?	-2%
CCN(C(=O)Cn1cc(C(C)=O)c2ccccc21)c1ccccc1	i	-9%	9%	-7%	0%	2	44%[activator]	-4%	0%
O=c1[nH]nc(-c2ccc(NCCO)c([N+](=O)[O-])c2)c2ccccc12	7%	-5%	-4%	-22%	6%	-1	-4%	0%	0%
COC(=O)C(=O)C/C(=N/Nc1ncnc2ccccc12)c1ccc(Cl)cc1	0%	5%	12%	-2%	-9%	9	11%	?	-19%
CN1CCN(C(c2cccc(Cl)c2)c2ccccc2Cl)CC1 (centres undefined)	11%	-12%	?	?	-2%	1	-20%	-6%	?
Cc1ccc(NC(=S)N(CCCN2CCOCC2)Cc2ccco2)cc1C	-18%	-8%	-30%	?	2%	-1	11%	2%	-20%
Cc1cc(C)cc(C(=O)NC2C(=O)N3C(C(=O)O)=C(CSc4nnc(C)s4)CSC23)c1 (centres undefined)	-1%	?	?	-17%	-5%	-3	21%	?	79µM*
COc1ccc(-c2nn3c(-c4ccccc4)nnc3s2)cc1OC	-6%	6%	35µM*	-5%	3%	-1	-5%	41%[activator]	-7%
O=P(O)(CCc1ccccc1)CN1CCCCC1	3%	1%	-2%[59 µM]	27%	20%	-1	33%	-3%	-6%
Cc1ccccc1NC(=O)c1ccccc1-c1ccccc1	-7%	-1%	13%	-1%	-9%	-1	39%[activator]	-5%	2%
COc1cc(/C=C/C(=O)OCC(=O)Nc2ccc(C)c(S(=O)(=O)N3CCCCC3)c2)ccc1O	-5%	-14%	?	?	?	-12	-15%	8%	35µM*
CN(CC(=O)Nc1ccccc1Br)C(=O)CNC(=O)c1ccc2c(c1)OCO2	i	-18%	-27%	-5%	2%	-1	16%	1%	-17%
O=C(O)Cc1ccc(C(=O)c2cccs2)s1	-9%	4%	?	/	6%	8	28%	18%	-10%
C=CCC(CC=C)(NC(=O)c1ccccc1C)c1ccccc1	-8%	-7%	/	6%	-9%	-17	24%	-2%	8%
Cc1cnnc2ccc3c(no[n+]3[O-])c12	0%	-2%	?	-1%	8%	-3	22%	-5%	-8%
CC1C(=O)Nc2ccccc2N1C(=O)c1ccccc1 (centres undefined)	0%	-13%	0%	-2%	-5%	1	29%	-6%	1%
O=S(=O)(c1ccc(Cl)cc1Br)N1CCCCC1	-8%	-13%	55%[activator]	72%[activator]	-5%	0	87%	-1%	56%[activator]
Cc1ccc(C(c2c(C)[nH][nH]c2=O)c2c(C)[nH][nH]c2=O)cc1	1%	0%	-13%	-2%	?	-7	15%	-1%	-9%
COc1cc(OC)c(NC(=O)CCNS(=O)(=O)c2cc(Br)cnc2N)cc1Cl	-2%	-10%	-9%[12.7 µM]	1%	4%	-5	4%	11%	-25%
COc1ccccc1CNC(=O)C(CC(C)C)NC(=O)C1CCC(C)CC1 (centres undefined)	i	1%	0%	?	-1%	0	46%[activator]	-1%	-6%
O=C1CCC/C1=c1\s/c(=C\c2cccnc2)c(=O)n1-c1ccccc1	5%	5%	?	12%	-3%	4	38%	?	-4%
CC[C@]12c3[nH]c4cc(CCC(=O)N(C)C)ccc4c3CCN1C(=O)[C@@H](CC(=O)NCCCn1ccnc1)C[C@@H]2C(=O)N1CCN(C(=O)C2CC2)CC1	3%	1%	/	/	7%	1	18%	-2%	-13%
COc1cccc(-c2nc(N3CC(C)CC(C)C3)c3ccccc3n2)c1O (centres undefined)	-5%	-15%	35µM*	?	3%	3	?	-3%	?

Additional structures follow.
Order of results – PGK inhibitor	POLH inh	G9a block	BAZ2B block	GLS inh	PI4K2A block	HP1b binding inh	Pin1 inh	JMJD2A Tudor
- COCC(=O)Nc1cc(C(=O)NCC(C)C)ccc1Cl
    i	4%	7%[59 µM]	6%	7%	3	19%	3%	-26%
- CNC(=O)c1cc(OCC(F)(F)F)ccc1OCC(F)(F)F
    i	-13%	-25%	-17%	-3%	4	69%[activator]	1%	-6%
- O=C(NC1CCCCC1)N(Cc1cc2cc3c(cc2[nH]c1=O)OCCO3)CC1CCCO1 (centres undefined)
    -1%	-17%	-8%[59 µM]	/	2%	-1	3%	-1%	-19%
- COC(=O)c1ccsc1NC(=O)CSc1nnnn1Cc1ccccc1
    9%	-10%	?	-2%	19%	3	33%	20%	0%
- C/C(O)=C(\C#N)c1nnc2n1CCCCC2
    -10%	-13%	10µM*	56µM*	-11%	-3	9%	-5%	?
- COc1ccc(CNC(=O)CSc2nnnn2-c2ccccc2)cc1
    1%	-12%	-7%	-6%	4%	-4	35%	-3%	-4%
- CCn1c(=N)c(C(=O)NCc2ccccc2)cc2c(=O)n3cc(C)ccc3nc21
    1%	-13%	3%[59 µM]	13%	4%	1	78%[activator]	9%	7%
- COc1ccc2oc(C(=O)OCC(=O)Nc3ccc(N4CCOCC4)cc3)c(C)c2c1
    9%	-14%	6%[0.501 µM]	10%	17%	-5	3%	1%	-14%
- C=CCC1NS(=O)(=O)OC(CCc2ccccc2)C1O (centres undefined)
    8%	-22%	?	-2%	0%	0	44%[activator]	1%	-11%
- CC(=O)Nc1cccc([N+](=O)[O-])c1
    -3%	-5%	1%	-13%	9%	2	33%	0%	-6%
- CCOCCCn1c(SCC(=O)Nc2ccccc2Cl)nc2c(oc3ccccc32)c1=O
    -10%	-11%	2%[59 µM]	4%	-10%	7	27%	-4%	0%
- CCN1C(=O)c2cccc3c(Cl)ccc(c23)C1=O
    -2%	3%	-1%	-14%	-4%	1	16%	-4%	-21%
- O=C(COc1ccccc1Cl)Nc1ccc(C(=O)N2CCCCC2)cc1
    2%	-5%	2%[59 µM]	1%	11%	-4	47%[activator]	-6%	-15%
- CCn1nnc(-c2ccccc2NS(=O)(=O)c2ccc(S(=O)(=O)N(C)C3CCCCC3)cc2)n1
    1%	-14%	-10%	?	13%	-3	17%	23%	-6%
- CSc1ccc(CCNC(=O)C(C)n2nc(C)c3c(C)n(-c4ccccc4)nc3c2=O)cc1 (centres undefined)
    -9%	-19%	?	-18%	-14%	3	35%	-10%	-9%

Full records, quoted from the list. Order of screens: PGK inhibitor, POLH inh, G9a block, BAZ2B block, GLS inh, PI4K2A block, HP1b binding inh, Pin1 inh, JMJD2A Tudor
Listed for `O=C(COc1ccccc1Cl)Nc1ccc(C(=O)N2CCCCC2)cc1` : 2%, -5%, 2%[59 µM], 1%, 11%, -4, 47%[activator], -6%, -15%
Listed for `CCn1nnc(-c2ccccc2NS(=O)(=O)c2ccc(S(=O)(=O)N(C)C3CCCCC3)cc2)n1` : 1%, -14%, -10%, ?, 13%, -3, 17%, 23%, -6%
Listed for `C/C(O)=C(\C#N)c1nnc2n1CCCCC2` : -10%, -13%, 10µM*, 56µM*, -11%, -3, 9%, -5%, ?
Listed for `COc1ccc(CNC(=O)CSc2nnnn2-c2ccccc2)cc1` : 1%, -12%, -7%, -6%, 4%, -4, 35%, -3%, -4%
